# GAA glycogen: inhibitors or activators of human alpha-glucosidase glycogen cleavage; P10253; recombinant GAA, glycogen substrate, Amplex Red glucose oxidase fluorescence; Potency, µM (series often up to 76.4 µM), without a hit: at the top dose activity change, negative = inhibition, actives largely listed as inhibitors; hit rate 0.38% among 300,000; AID 2100;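 note: potency is the fitted concentration of half-maximal effect; 0% = full enzyme reaction and -100% = no-enzyme basal signal; the screen sought inhibitors and activators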
#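 Recombinant enzyme (4 nM final) with compounds titrated up to 77 uM and bovine liver glycogen (30 ug) in citrate pH 5.0, 0.01% Tween-20, 37 C 40 min. Released glucose detected by Amplex Red/glucose oxidase (Ex 573/Em 610); AC50 from Hill fits.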
# CBFb-RUNX1 inh: CBF-beta/RUNX1 interaction disruption. AlphaScreen CBFb-His/RUNX1-biotin binding, biochemical. Potency, µM (doses to about 59.8 µM), without a hit: at the top dose activity, negative = inhibition, most hits filed as inhibitors. 230,000 tested, under 10 active; note: % of control where 0% means no effect
# Target sequence (Q01196 whole entry, looked up): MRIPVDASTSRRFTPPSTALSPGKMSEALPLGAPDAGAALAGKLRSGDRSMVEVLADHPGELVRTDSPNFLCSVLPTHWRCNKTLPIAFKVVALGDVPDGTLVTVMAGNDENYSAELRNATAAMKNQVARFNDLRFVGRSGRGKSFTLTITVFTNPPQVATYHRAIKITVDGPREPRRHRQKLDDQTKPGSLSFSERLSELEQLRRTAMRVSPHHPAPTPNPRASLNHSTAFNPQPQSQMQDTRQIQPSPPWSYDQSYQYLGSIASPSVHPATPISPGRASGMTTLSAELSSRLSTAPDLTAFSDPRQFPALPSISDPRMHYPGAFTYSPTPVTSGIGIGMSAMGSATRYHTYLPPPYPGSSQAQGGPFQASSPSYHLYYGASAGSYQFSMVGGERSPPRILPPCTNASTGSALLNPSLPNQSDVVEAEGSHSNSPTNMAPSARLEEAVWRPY
# Target sequence (Q13951 whole entry, looked up): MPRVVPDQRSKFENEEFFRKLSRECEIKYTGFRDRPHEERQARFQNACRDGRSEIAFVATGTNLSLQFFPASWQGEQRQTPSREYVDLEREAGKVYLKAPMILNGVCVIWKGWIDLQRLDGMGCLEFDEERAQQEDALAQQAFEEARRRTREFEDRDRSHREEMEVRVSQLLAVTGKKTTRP
#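 AlphaScreen proximity signal reports loss of binding between His-tagged CBF-beta and biotin-labelled RUNX1, each at 30 nM. Proteins are pre-associated for 20 minutes, compounds added for 15 minutes, then beads for 90 minutes, all at ambient temperature.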
# HTT cytoprotect: Huntington cell model cytoprotection by ATP luminescence; PC12 HTT-Q103 induced, cytoprotection, ATP luminescence, 40 h; Potency, µM (highest dose often 56.4 µM), without a hit: cytoprotection (ATP increase), actives largely listed as activators; hit rate 0.14% among 230,000;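 note: potency is the fitted concentration of half-maximal effect; % of control where 0% means no effect; nearly all actives have a fitted effect of over 45% in size; toxic huntingtin expression switched on by the ecdysone agonist tebufenozide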
#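 PC12 cells stably carrying ecdysone-inducible Htt exon 1 (Q103)–GFP were induced with 100 nM tebufenozide (final) alongside library compounds in a dose series. Cytoprotection was scored as retained ATP by ATPlite luminescence.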
# GAA inh: blocks human lysosomal alpha-glucosidase; purified human GAA, 4-MU-alpha-glucoside fluorescence; AID 1466; P10253; hit rate 0.005% among 200,000; Potency, µM (highest dose often 76.9 µM), inactives show at the highest dose activity change, negative = inhibition, actives largely listed as inhibitors;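 note: potency is the fitted concentration of half-maximal effect; plate controls were uninhibited enzyme wells for no effect and no-enzyme background for full effect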
#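 Activity normalized between no-enzyme (basal) and enzyme-only wells. Conditions: 4 nM human enzyme, 400 uM fluorogenic substrate, citrate/phosphate pH 5.0 with Tween-20, 20 min room temperature, compounds up to 77 uM.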
# LMNA splice mod: changes lamin A minigene splicing in HeLa cells; Potency, µM (highest dose often 46.1 µM), inactives show at the highest dose ratio change, negative = inhibition, actives largely listed as inhibitors; HeLa LMNA splicing GFP/RFP minigene ratio, 48 h; AID 1487; hit rate 0.01% among 200,000; active = well fitted inhibition curve with a large enough effect in the signal ratio, with a control signal flat, not every such curve was filed as active; inconclusive = small, poorly fitted or top-dose-only effect, or effect the other way, or a change in a side signal; the % refers to the signal ratio; note: potency is the fitted concentration of half-maximal effect; % is set by controls: 0 for no effect and ±100 for the full control effect
#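 S3 HeLa cells stably expressing lamin A-EGFP splicing minigene plus DsRed2, 600 cells/well, 48 h compound exposure at 37C. Laser-scanning cytometry; analysed as GFP (500-530 nm)/RFP (575-640 nm) total intensity ratio; 0.5% DMSO vehicle.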
# HTT aggregate: mutant huntingtin aggregation inhibition | PC12 HttQ103-GFP aggregates, Acumen cytometry, 40 h | Potency, µM (doses to about 46.1 µM), for the others: at the top dose activity change, negative = inhibition, hits mostly inhibitors | hit rate 1.1% among 220,000; note: potency is the fitted concentration of half-maximal effect; % is set by controls: 0 for no effect and ±100 for the full control effect; nearly all actives have a fitted effect of over 60% in size
#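 Compounds (qHTS titration) were added to PC12 cells expressing an ecdysone-driven HTT exon 1 Q103–GFP fusion after induction with 100 nM tebufenozide. Aggregate formation was measured as GFP objects in cell lysates.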
# GAA spleen mod: lysosomal alpha-glucosidase (human) modulation | P10253 | hit rate 0.006% among 240,000 | human spleen homogenate, 4-MU-alpha-glucoside fluorescence | Potency, µM (top dose mostly 79.9 µM), for the others: at the highest dose activity change, negative = inhibition, hits mostly inhibitors;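 note: potency is the fitted concentration of half-maximal effect; 0% = enzyme with vehicle and -100% = no enzyme basal signal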
#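 AC50 values come from Hill-equation fits of concentration-response data, normalized to no-enzyme and full-activity controls. Enzyme source: 1 ug human spleen homogenate; 1 mM fluorogenic 4-MU glucoside, pH 5.0 citrate buffer, 37 C, 40 min.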
# Numbers without * were called inactive; ? = inconclusive; . = no result given; & = joins results of further samples; [ ] = dose if it differs, or a comment. Unless noted, calls come from the whole dose curve; as a rule, active = well fitted curve in the direction sought with a large enough effect; inconclusive = small, poorly fitted or top-dose-only effect, or another doubt; inactive = no such curve, though single readings can be large; an effect the other way counts as inactive or inconclusive. The order is random. Share with any hit: about 1.5%.
SMILES,GAA glycogen,CBFb-RUNX1 inh,HTT cytoprotect,GAA inh,LMNA splice mod,HTT aggregate,GAA spleen mod
COC(=O)C1=C(C)NC(=O)NC1c1ccc(N2CCC(c3ccccc3)=N2)cc1 (centres undefined),-16%,26%,12%[10 µM],.,.,-9%[9.22 µM],8%
O=C(COC(=O)C1CC1)NC(=O)NCc1ccccc1,5%,10%,14%,-1%,?,-13%,-15%
O=C1c2cccnc2C(=O)N1c1cccc(-c2nc3ccccc3o2)c1,8%,-2%,10%[1.9 µM],-1%,7%,-7%,0%
Cc1cccc(OCC(=O)Nc2ccccc2N2CCN(C(=O)C(C)C)CC2)c1C,-8%,7%,7%[10 µM],0%,-9%,7%,-5%
CC(C)Oc1ccccc1/C=N/Nc1ccccc1[N+](=O)[O-],-2%,.,2%[10 µM],-2%,?,3%,-6%
Fc1ccccc1Sc1ccccc1CNC1=NCCN1,2%,4%,.,?,?,12%,-2%
Oc1c(Br)cc(C=Nc2ccc3nc(-c4ccccc4)[nH]c3c2)c(O)c1Br,-2%,-5%,-29%,6%,.,-9%,-7%
CN(O)/C=C/C(=O)c1ccc(Br)cc1,-5%,-8%,-18%,-10%,-3%[46 µM],13%,-3%
Cc1[nH]nc2nc3c(c(OC(=O)c4ccccc4)c12)c(=O)n(C)c(=O)n3C,0%,8%,-13%,-1%,3%,-16%,0%
CC(=O)N(CCO)Cc1cc2cc(C)cc(C)c2[nH]c1=O,2%,4%,-3%,-2%,10%,9%,-3%
Cc1ccc(NC(=O)CSc2nnc(-c3ccncc3)n2N)cc1C,5%,1%,2%[0.074 µM],0%,-1%,-10%,-8%
CCc1ccccc1NS(=O)(=O)c1ccc2[nH]cc(C(=O)NC3CCCC3)c(=O)c2c1,1%[76.3 µM],-8%,.,-7%,?,-25%,4%
CC(=O)c1c(C)[nH]c(C(=O)OC2CCOC2=O)c1C (centres undefined),3%,0%,-5%[10 µM],6%,-6%,-9%,10%
Oc1ccc(-c2csc(NCc3ccco3)n2)cc1,?,-10%,-54%[inhibitor][10 µM],?,-30%,23%,6%
O=C(NCCc1ccccc1)c1cc2ncc(Br)cn2n1,0%,5%,-8%,-3%,-9%,10%,2%

# As a working copy, 13 of the compounds above.
SMILES,GAA glycogen,CBFb-RUNX1 inh,HTT cytoprotect,GAA inh,LMNA splice mod,HTT aggregate,GAA spleen mod
O=C1c2cccnc2C(=O)N1c1cccc(-c2nc3ccccc3o2)c1,8%,-2%,10%[1.9 µM],-1%,7%,-7%,0%
Cc1cccc(OCC(=O)Nc2ccccc2N2CCN(C(=O)C(C)C)CC2)c1C,-8%,7%,7%[10 µM],0%,-9%,7%,-5%
CC(C)Oc1ccccc1/C=N/Nc1ccccc1[N+](=O)[O-],-2%,.,2%[10 µM],-2%,?,3%,-6%
Fc1ccccc1Sc1ccccc1CNC1=NCCN1,2%,4%,.,?,?,12%,-2%
Oc1c(Br)cc(C=Nc2ccc3nc(-c4ccccc4)[nH]c3c2)c(O)c1Br,-2%,-5%,-29%,6%,.,-9%,-7%
CN(O)/C=C/C(=O)c1ccc(Br)cc1,-5%,-8%,-18%,-10%,-3%[46 µM],13%,-3%
Cc1[nH]nc2nc3c(c(OC(=O)c4ccccc4)c12)c(=O)n(C)c(=O)n3C,0%,8%,-13%,-1%,3%,-16%,0%
CC(=O)N(CCO)Cc1cc2cc(C)cc(C)c2[nH]c1=O,2%,4%,-3%,-2%,10%,9%,-3%
Cc1ccc(NC(=O)CSc2nnc(-c3ccncc3)n2N)cc1C,5%,1%,2%[0.074 µM],0%,-1%,-10%,-8%
CCc1ccccc1NS(=O)(=O)c1ccc2[nH]cc(C(=O)NC3CCCC3)c(=O)c2c1,1%[76.3 µM],-8%,.,-7%,?,-25%,4%
CC(=O)c1c(C)[nH]c(C(=O)OC2CCOC2=O)c1C (centres undefined),3%,0%,-5%[10 µM],6%,-6%,-9%,10%
Oc1ccc(-c2csc(NCc3ccco3)n2)cc1,?,-10%,-54%[inhibitor][10 µM],?,-30%,23%,6%
O=C(NCCc1ccccc1)c1cc2ncc(Br)cn2n1,0%,5%,-8%,-3%,-9%,10%,2%

# Following part
SMILES,GAA glycogen,CBFb-RUNX1 inh,HTT cytoprotect,GAA inh,LMNA splice mod,HTT aggregate,GAA spleen mod
CC(C)[C@@H](C(=O)N1CCN(C(=O)OC(C)(C)C)CC1)n1cc(CCO)nn1,13%,9%,9%[10 µM],.,.,-4%[9.22 µM],2%
COc1ccccc1NC(=O)c1ccc(S(=O)(=O)N(C)C)cc1,7%,-10%,-8%,-2%,-6%,-14%,4%
COC(=O)c1ccc(C(=O)OC)c(NC(=O)CCC(=O)O)c1,8%,0%,13%,6%,0%,4%,7%
COCCN(C(=S)Nc1ccc(Cl)cc1OC)C1CCN(C(C)=O)CC1,-5%,9%,-14%[10 µM],.,.,4%[9.22 µM],-4%
CC(=O)Nc1cccc(NC(=O)C2CCCN2C(=O)Nc2cccc(C)c2)c1 (centres undefined),0%,-3%,-16%,-3%,9%,-7%,-17%
CC(=O)c1c(C)[nH]c(C(=O)CSc2nnc(CN3CCCCCC3=O)n2-c2ccccn2)c1C,4%,0%,10%[10 µM],-11%,-3%,17%,0%
O=C(CCCN1C(=O)/C(=C\c2ccco2)SC1=S)Nc1ccc2ccccc2c1,-3%,-13%,9%[10 µM],?,?,-31%,-1%
CC1CCc2nn(CC(=O)NCCN3CCCCC3C)cc2C1 (centres undefined),2%,5%,23%,4%,-6%,-5%,-5%
CC1CC(C)CN(C(=O)CCNS(=O)(=O)c2cccs2)C1 (centres undefined),2%,5%,.,-1%,0%,17%,1%
CN1CCN(C(=O)Nc2ccccc2)CC1,-8%,7%,-1%[10 µM],?,-7%[46 µM],-6%[9.22 µM],-2%
CC12CCC(C(=O)N3CCCc4ccccc43)(CC1=O)C2(C)C (centres undefined),5%,-4%,-10%,1%,?,5%,2%
Cn1cccc1/C=N\NC(=O)c1cncc(Br)c1,-4%,-1%,17%[10 µM],.,.,15%[9.22 µM],-2%
COC(=O)C1CCN(C(=O)Cc2ccc(C)cc2)CC1,0%,7%,4%,-2%,7%,-26%[9.22 µM],8%
CC(C)(C)NC1=CC(=O)OC12CCCCC2,3%,1%,32%,1%,0%,-11%,-11%
Cc1ccc(-c2noc(CCC(=O)NCCCN3CCN(c4cccc(Cl)c4)CC3)n2)cc1,-6%,4%,-70%[inhibitor],-14%,?,?,-8%

# Reformatted: two of the compounds above
# Results follow in this order: GAA glycogen	CBFb-RUNX1 inh	HTT cytoprotect	GAA inh	LMNA splice mod	HTT aggregate	GAA spleen mod
CC(C)(C)NC1=CC(=O)OC12CCCCC2
 : 3%	1%	32%	1%	0%	-11%	-11%
Cc1ccc(-c2noc(CCC(=O)NCCCN3CCN(c4cccc(Cl)c4)CC3)n2)cc1
 : -6%	4%	-70%[inhibitor]	-14%	?	?	-8%

# Following part
SMILES,GAA glycogen,CBFb-RUNX1 inh,HTT cytoprotect,GAA inh,LMNA splice mod,HTT aggregate,GAA spleen mod
O=C(C1=C[C@H](c2ccccc2)C[C@H](OCCCCO)O1)N1CCN(Cc2ccc3c(c2)OCO3)CC1,-2%,8%,-4%[10 µM],.,.,-1%[9.22 µM],-4%
Cc1sc2nc(SCc3ccccc3)n(Cc3ccco3)c(=O)c2c1C,-16%,2%,-31%,0%,-9%,-13%,6%
CC1(C)CN2C(=O)c3ccccc3C2(C)S1 (centres undefined),0%,-3%,-4%[10 µM],3%,4%[46 µM],9%,12%
CCCCC1=CC2=CC(=O)C(C)(OC(=O)C3CCCC3)C(=O)C2=CO1 (centres undefined),-14%,-2%&-9%,-2%,.,.,12%[9.22 µM],-5%&-5%
COc1ccc(S(=O)(=O)NC(C)C(=O)Nc2ccccc2F)cc1 (centres undefined),-13%,3%,-3%,1%,0%,0%,2%
Cc1noc2ncnc(Oc3ccccc3)c12,3%,10%,35%[10 µM],5%,-11%,-9%,-5%
COc1ccc2cc(C(=O)C3CCCN(C(=O)/C=C/c4ccccn4)C3)ccc2c1 (centres undefined),-13%,5%,-4%[10 µM],?,?,4%[9.22 µM],-2%
COc1ccc(/C=N/NC(=O)c2ccco2)cc1Cn1nc(C)cc1C,3%,7%,-3%[0.074 µM],?,?,13%,0%
COc1cccc([C@@H]2Oc3ccc(OC)cc3/C(=N/O[C@@H](C)CN3CCCc4nc(C)c(C)cc43)[C@@H]2O)c1,.,2%[13.1 µM],-17%[10 µM],.,.,.,1%[17.4 µM]
CCNc1nc(NC(C)C)nc(N(C#N)C(C)C(=O)N(CC)CC)n1 (centres undefined),5%,-3%,-6%[10 µM],.,.,-17%[9.22 µM],-13%
Cc1ccc(-n2nc(C(=O)O)nc2-c2ccccc2)cc1,3%,9%,0%,-4%,2%,-1%[9.22 µM],1%
Cc1ccc(C2C(C#N)=C(N)OC3=C2C(=O)CCC3)s1 (centres undefined),19%,6%,26%[10 µM],?,13%[46 µM],30%[9.22 µM],-6%
CN(c1ccccc1)S(=O)(=O)c1cccc(C(=O)Nc2ncn[nH]2)c1,4%,-8%,16%[10 µM],.,.,0%[9.22 µM],2%
Cc1ccc(S(=O)(=O)N(C)c2ccc(C(=O)NCC3CCCO3)cc2)cc1 (centres undefined),-1%,2%,-14%,-1%,2%,5%,-2%
S=C(NCc1cccs1)Nc1ccccc1Cl,-3%,4%,16%[0.074 µM],-2%,?,11%,1%
COc1cccc(CNC(=O)Nc2cccs2)c1,?,-2%,-28%,-4%,?,-14%,-17%
Cc1c(-c2c(C#N)c(N)nc3c2CCCCCC3)cnn1C,-7%,-1%,-14%,8%,4%,17%,6%
Cc1ccccc1-n1c(SCc2c(C)noc2C)nnc1-c1cccnc1,1%,-2%,-5%,3%,9%,-11%,4%
COc1ccc(C2NC(=O)C(C)S2)cc1 (centres undefined),4%,3%,3%,6%,1%,13%,4%
CCn1c(COc2cccc3ccccc23)nnc1SCC(N)=O,8%,6%,5%,-1%,5%,-13%,6%
Cc1ccc(F)cc1NC(=O)c1cccc(N(C)C)c1,25%,9%,-38%,1%,15%,6%,-6%
COc1cccc2cc(C(C)N(CCCN3CCOCC3)C(=S)Nc3ccc(C)c(C)c3)oc12 (centres undefined),-8%,-17%,-13%,-7%,14%[9.22 µM],-6%,.
O=C(C(Cl)Cl)N1c2ccccc2OCC1c1ccccc1 (centres undefined),8%,-4%,-71%[inhibitor][10 µM],?,-7%,?,11%

# Assay outcomes from PubChem.
